Screening data (PubChem BioAssay)
Lamin A splicing: LMNA splicing modulation | Potency, µM (highest dose often 46.1 µM), for the others: at the highest dose ratio change, negative = inhibition, most hits filed as inhibitors | HeLa LMNA splicing GFP/RFP minigene ratio, 48 h | AID 1487 | actives 0.01% (n = 200,000); active means well fitted inhibition curve with a large enough effect in the signal ratio, with a control signal flat, not every such curve was filed as active; inconclusive means small, poorly fitted or top-dose-only effect, or effect the other way, or a change in a side signal; the % refers to the signal ratio; further: potency means the concentration at half of the fitted maximal effect; on the % scale 0 is the no-effect control and ±100 the full control effect
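Read-out is the ratio of GFP to DsRed2 object intensity, acquired by 488 nm laser-scanning cytometry on HeLa lamin A-EGFP minigene reporter cells. Compound incubation 48 hrs at 37 °C in Opti-MEM with 2% FBS; DMSO 0.5% final.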
HTT aggregate: inhibitors of mutant huntingtin aggregate formation in PC12 cells; AID 1688; PC12 HttQ103-GFP aggregates, Acumen cytometry, 40 h; actives 1.1% (n = 220,000); Potency, µM (series often up to 46.1 µM), for inactives: top-dose activity change, negative = inhibition, hits mostly inhibitors; further: potency means the concentration at half of the fitted maximal effect; on the % scale 0 is the no-effect control and ±100 the full control effect; nearly all actives have a fitted effect of over 60% in size
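PC12 cells with ecdysone-inducible HTT exon1 Q103-GFP, induced by 100 nM tebufenozide, given compounds in a concentration series. GFP aggregates (1–25 um, 6 SD above background) counted in lysates by laser-scanning cytometry, 488 nm excitation.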
Epigenetic reg: derepresses silenced GFP reporter in murine cells | murine LDR cells, GFP reporter derepression, 30 h | Potency, µM (highest dose often 53.9 µM), inactives show at the top dose GFP activation, actives largely listed as activators | actives 0.2% (n = 280,000) | AID 1865; further: potency means the concentration at half of the fitted maximal effect; % of control where 0% means no effect; nearly all actives have a fitted effect of over 60% in size
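Reporter derepression read as number of fluorescent GFP-positive objects, 20-120 um in size, counted by laser-scanning cytometer. Mouse LDR line with an epigenetically silenced CMV-GFP locus; compound incubation 30 h, 37 C.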
CBFb-RUNX1 inh: inhibitors of human CBF-beta and RUNX1 interaction | Q01196+Q13951 | AlphaScreen CBFb-His/RUNX1-biotin binding, biochemical | Potency, µM (series often up to 59.8 µM), for the others: top-dose activity, negative = inhibition, hits mostly inhibitors | 230,000 tested, under 10 active; further: % of control where 0% means no effect
Target sequence (Q01196 whole entry, looked up): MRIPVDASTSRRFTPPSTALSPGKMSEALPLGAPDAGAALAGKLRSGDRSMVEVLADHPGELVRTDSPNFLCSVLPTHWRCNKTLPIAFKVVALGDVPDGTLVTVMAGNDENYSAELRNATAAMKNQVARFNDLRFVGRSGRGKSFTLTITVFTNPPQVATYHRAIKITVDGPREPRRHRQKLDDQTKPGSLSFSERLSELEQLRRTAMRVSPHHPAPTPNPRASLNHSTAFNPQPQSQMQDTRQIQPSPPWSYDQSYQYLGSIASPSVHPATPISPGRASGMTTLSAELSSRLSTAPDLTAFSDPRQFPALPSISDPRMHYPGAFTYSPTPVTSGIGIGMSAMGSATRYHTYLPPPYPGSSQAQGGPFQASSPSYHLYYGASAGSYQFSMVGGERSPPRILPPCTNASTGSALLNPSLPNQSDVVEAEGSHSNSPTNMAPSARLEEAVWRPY
Target sequence (Q13951 whole entry, looked up): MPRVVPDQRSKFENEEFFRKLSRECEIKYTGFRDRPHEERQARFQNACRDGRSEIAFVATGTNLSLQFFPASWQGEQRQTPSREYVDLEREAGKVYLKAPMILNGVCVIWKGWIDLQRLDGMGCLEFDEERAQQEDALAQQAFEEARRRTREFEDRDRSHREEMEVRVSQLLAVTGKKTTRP
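AlphaScreen proximity signal reports loss of binding between His-tagged CBF-beta and biotin-labelled RUNX1, each at 30 nM. Proteins are pre-associated for 20 minutes, compounds added for 15 minutes, then beads for 90 minutes, all at ambient temperature.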
NPSR antag: antagonists of human neuropeptide S receptor cAMP signaling. CHO-NPSR cells, cAMP TR-FRET, antagonist mode. Q6W5P4. actives 1% (n = 220,000). AID 1461. Potency, µM (doses to about 38.3 µM), without a hit: at the highest dose activity change, negative = inhibition, most hits filed as inhibitors; further: potency means the concentration at half of the fitted maximal effect; on the % scale 0 is the no-effect control and ±100 the full control effect; nearly all actives have a fitted effect of over 50% in size; many of its hits are not listed in these tables
Target sequence (Q6W5P4 whole entry, looked up): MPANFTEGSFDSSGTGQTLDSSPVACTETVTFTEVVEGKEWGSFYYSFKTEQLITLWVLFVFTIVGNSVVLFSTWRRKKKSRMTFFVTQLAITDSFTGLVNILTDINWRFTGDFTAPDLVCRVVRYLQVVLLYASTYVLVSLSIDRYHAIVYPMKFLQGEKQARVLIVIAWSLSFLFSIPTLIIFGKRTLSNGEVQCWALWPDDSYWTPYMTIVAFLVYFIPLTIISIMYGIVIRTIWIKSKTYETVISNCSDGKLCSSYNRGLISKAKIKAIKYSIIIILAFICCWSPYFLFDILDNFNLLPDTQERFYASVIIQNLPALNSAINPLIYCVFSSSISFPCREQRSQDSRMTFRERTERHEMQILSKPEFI
Luc counter: blocks Kinase-Glo luciferase, a counter-screen artifact. Potency, µM (titrated, usually from 38.3 µM), without a hit: at the top dose activity change, negative = inhibition, usual class: inhibitors. Kinase-Glo luciferase, ATP luminescence, 8 min. actives 0.28% (n = 200,000). Q27757; further: potency means the concentration at half of the fitted maximal effect; on the % scale 0 is the no-effect control and ±100 the full control effect; nearly all actives have a fitted effect of over 60% in size
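Kinase-Glo luciferase light output from ATP and luciferin was measured with 10 uM ATP, within the enzyme's linear range. Buffer: 50 mM imidazole pH 7.2, 50 mM KCl, 7 mM MgCl2, 0.01% Tween 20, 0.05% BSA; luminescence read after 8 min at ambient temperature.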
IMPase Li cell: IMPase inhibition in cells with lithium potentiation; CHO-M1 cells, IP1 TR-FRET (IP-One), carbachol + lithium; Potency, µM (titrated, usually from 59.4 µM), for the others: at the top dose activity, negative = IMPase inhibition, most hits filed as inhibitors; actives 0.35% (n = 210,000); AID 1457;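 further: IP1 builds up when IMPase is blocked and the TR-FRET signal falls; potency means the concentration at half of the fitted maximal effect; plate controls were basal vehicle for no effect and high inhibitor control for full effect; nearly all actives have a fitted effect of over 50% in size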
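Steps: plate 2000 CHO-M1 cells per well and culture 16–30 h; add compound and lithium; incubate 30 min, 37C; add d2-IP1 tracer and Eu cryptate anti-IP1 antibody in lysis buffer; read after 10 min at room temperature.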
Starred values were filed as active, the others as inactive; ? = inconclusive; / = no result given; & = joins results of further samples; [ ] = another dose, or the depositor's remark. Unless noted, the call rests on the fitted dose curve; in most records, active means well fitted curve in the direction sought with a large enough effect; inconclusive means small, poorly fitted or top-dose-only effect, or another doubt; inactive means no such curve, though single readings can be large; an effect the other way counts as inactive or inconclusive.

SMILES	Lamin A splicing	HTT aggregate	Epigenetic reg	CBFb-RUNX1 inh	NPSR antag	Luc counter	IMPase Li cell
CCN(CC)CCC(c1cc(OC)c(OC)c(OC)c1)c1c(OC)cc(OC)c2c(-c3ccccc3)cc(=O)oc12 (stereo not drawn)	/	5%[9.22 µM]	2.4%	2%&8%	-25%	/	/
CCN(Cc1ccccc1)C(=O)CSc1nc(C)cc(C)c1C#N	-4%	23%	-1.0%	4%	1%	4%	16%
O=C(CNS(=O)(=O)c1cccc2nsnc12)NCc1ccc(Cl)cc1	7%	12%	-2.8%	3%	?	-3%	2%[38.3 µM]
Cc1cc(C(=O)NCc2ccc(S(N)(=O)=O)cc2)c(C)o1	2%	7%	-0.7%	2%	?	12%	8%[38.3 µM]
O=C(CN1CCN(Cc2ccccc2)CC1)Nc1ccccc1-c1ccccc1	/	1%[9.22 µM]	4.4%	-6%	?	-1%	22%
O=C(Nc1ccsc1C(=O)NC1CCCCC1)c1ccccc1	3%	-4%	0.0%	14%	-7%[46.1 µM]	9%	3%
COc1ccc(C2=NOC(C(=O)N3CCN(c4ccccc4OC)CC3)C2)cc1 (stereo not drawn)	-11%	-5%	6.8%	2%	-15%[46.1 µM]	17%	-4%[38.3 µM]
Cc1cccc(N2C(=O)C3C4CC(=O)C(c5ccccc54)C3C2=O)c1C (stereo not drawn)	/	/	1.1%	1%	10%	1%	0%
CCCn1c(N)c(Sc2ccc(Cl)cc2)c(=O)n(CCC)c1=O	-6%	5%	0.0%	-2%	?	-7%	19%[38.3 µM]
CCOC(=O)c1ccc(NC(=O)c2ccc(NS(C)(=O)=O)cc2)cc1	-15%	2%	-14%	14%	-15%[46.1 µM]	1%	19%[38.3 µM]
CCn1c(SCc2nc3ccccc3[nH]2)nnc1-c1cccnc1	6%	-4%	0.0%	4%	-1%[46.1 µM]	-1%	19%[38.3 µM]
Cc1ccc(OCC(=O)Nc2ccc(C)c(S(=O)(=O)N3CCCCC3)c2)c([N+](=O)[O-])n1	?	-1%	2.1%	2%	-6%	3%	14%
OC(C#CCN1CCOCC1)c1cccs1 (stereo not drawn)	11%	?	-1.0%	-8%	12%[46.1 µM]	-2%	-17%[38.3 µM]
CC(NS(=O)(=O)c1ccc(CCC(=O)N2CCN(C)CC2)cc1)c1ccccc1 (stereo not drawn)	-5%	-17%	0.0%	6%	13%[46.1 µM]	-1%	30%[38.3 µM]
COc1ccc(CN(CC(=O)NC2CCCCC2)C(=O)CCCC(=O)Nc2ccccn2)cc1	/	20%[9.22 µM]	0.0%	3%	-3%	-3%	8%
Cc1ccc2nc(N3CCN(c4ccccc4)CC3)c(C=O)c(=O)n2c1	/	-6%	0.0%	7%	29%	-1%	6%
CCC(C)(C)NC(=O)C(c1ccc(C)cc1)N(CC1CCCO1)C(=O)CNC(=O)c1cccs1 (stereo not drawn)	-13%	12%	2.5%	21%	-18%[46.1 µM]	2%	11%[38.3 µM]
COc1ccc(N2CCN(C(=O)c3ccc(Oc4ccc(C(F)(F)F)cn4)cc3)CC2)cc1	0%	?	0.0%	-3%	-28%[46.1 µM]	-1%	1%[38.3 µM]
Cc1cccc(OCc2nnc(SCC(=O)c3cccs3)n2C)c1C	-1%	-13%	-0.7%	0%	-6%[46.1 µM]	8%	-9%[38.3 µM]
C=C(C)Cn1c(SCC(=O)O)nnc1-c1ccc(OC)cc1	10%	3%	0.1%	1%	-1%[46.1 µM]	0%	11%[38.3 µM]
Cc1c(C(=O)Nc2cccc3cccnc23)oc2ccccc12	1%	2%	0.7%	6%	-21%[46.1 µM]	1%	14%[38.3 µM]
O=C(CCC(=O)OCc1cccc([N+](=O)[O-])c1)Nc1ccc(F)cc1	-16%[46 µM]	-12%	-3.5%	1%	12%	3%	5%
O=C1Nc2c(Br)cc(Br)c3cccc1c23	?	-8%	-0.2%	10%	-4%	-6%	-14%
O=C(CC(c1ccccc1)(c1ccccc1)c1ccccc1)N[C@@H](Cc1ccc(O)cc1)C(=O)O	/	8%[9.22 µM]	0.0%	-1%	-4%	/	-2%
Cc1ccccc1OCc1nc2c3cnn(C)c3ncn2n1	4%	1%	-2.1%	7%	2%[46.1 µM]	-8%	19%[38.3 µM]

A few values from above:
CCN(Cc1ccccc1)C(=O)CSc1nc(C)cc(C)c1C#N @ IMPase Li cell = 16%
O=C(Nc1ccsc1C(=O)NC1CCCCC1)c1ccccc1 @ HTT aggregate = -4%
Cc1ccc2nc(N3CCN(c4ccccc4)CC3)c(C=O)c(=O)n2c1 @ IMPase Li cell = 6%
Cc1cccc(OCc2nnc(SCC(=O)c3cccs3)n2C)c1C @ Epigenetic reg = -0.7%
CCCn1c(N)c(Sc2ccc(Cl)cc2)c(=O)n(CCC)c1=O @ Epigenetic reg = 0.0%
Cc1ccccc1OCc1nc2c3cnn(C)c3ncn2n1 @ NPSR antag = 2%[46.1 µM]
Cc1c(C(=O)Nc2cccc3cccnc23)oc2ccccc12 @ Epigenetic reg = 0.7%

The listing picks up, starting 2 compounds before the break.
SMILES	Lamin A splicing	HTT aggregate	Epigenetic reg	CBFb-RUNX1 inh	NPSR antag	Luc counter	IMPase Li cell
O=C(CC(c1ccccc1)(c1ccccc1)c1ccccc1)N[C@@H](Cc1ccc(O)cc1)C(=O)O	/	8%[9.22 µM]	0.0%	-1%	-4%	/	-2%
Cc1ccccc1OCc1nc2c3cnn(C)c3ncn2n1	4%	1%	-2.1%	7%	2%[46.1 µM]	-8%	19%[38.3 µM]
Cc1ccc(C(=O)O)cc1NC(=S)NC(=O)c1ccc(-c2ccccc2)cc1	?	-5%[9.22 µM]	2.9%	-10%	59%	0%	8%
CCOc1ccc(NC(=O)CSC2=NCCN2)cc1	11%	17%	-1.3%	-5%	16%	-2%	-3%
COC(=O)c1cc2occc2n1Cc1nc(-c2ccccc2C)oc1C	-1%	?	0.0%&1.0%	-2%[2.36 µM]	-15%	2%	19%
CCOC(=O)CSc1nnc(Cc2cc(=O)[nH]c(=O)[nH]2)n1-c1ccc(Cl)cc1	-2%	0%	1.7%	4%	1%[46.1 µM]	1%	7%[38.3 µM]
Fc1ccccc1-c1nc(-c2ccccc2)oc1NC1CCCCC1	/	/	-1.1%	0%	/	-4%	11%
CCCCOc1ccc(C(C)NC(=O)CCS(=O)(=O)Cc2ccccc2Cl)cc1 (stereo not drawn)	-2%	-5%	2.3%	7%	-11%[46.1 µM]	2%	5%
O=C(CSc1ccc(-c2ccccc2)nn1)N1CCCCC1	-11%[9.22 µM]	-19%	-3.7%	-4%	6%	-20%	0%
CO/N=C/NC(=O)NOCc1ncc(C(F)(F)F)cc1Cl	10%	-8%	-1.0%	6%	-23%[46.1 µM]	-3%	22%[38.3 µM]
Cc1c(C)[n+](=O)c(-c2ccc(F)cc2)c(C)n1[O-]	8%	6%	0.7%	11%	0%[46.1 µM]	-6%	0%[38.3 µM]
Cc1cc(N2CCOCC2)nc(N)n1	-5%[46 µM]	-10%	2.5%	-1%	17%	-2%	-3%
COc1ccc(C(=O)COC(=O)c2nn(C)c(=O)c3ccccc23)c(OC)c1	/	-1%	-2.3%	-14%	1%	-3%	?
COc1ccc2c(CC(=O)OCC(=O)Nc3cc(C)c(C)cc3[N+](=O)[O-])coc2c1	15%	10%	-0.8%	?	7%	0%	3%
COc1cccc(/C=C2\N=C(C3CCCCC3)OC2=O)c1OC	-3%[46 µM]	13%	-2.8%	-2%	-35%	-1%	2%
COc1cccc(C(=O)N2CCN(C3CCC(c4ccccc4)CC3)CC2)c1 (stereo not drawn)	?	-16%	-1.0%	0%	-18%[46.1 µM]	16%	61%[activator][38.3 µM]
CC(C)(C)NC(=O)COC(=O)c1ccc(S(=O)(=O)N2CCCCCC2)cc1	?	9%	-0.9%	8%	-4%[46.1 µM]	-1%	-13%[38.3 µM]
CCc1nnc(NC(=O)c2cc(S(=O)(=O)N3CCCCC3)ccc2N2CCOCC2)s1	3%[46 µM]	-8%	-1.5%	-1%	-13%	6%	-5%
CC1(NC(=O)NCc2ccco2)CCS(=O)(=O)C1 (stereo not drawn)	4%	10%	-1.5%	-2%	7%	1%	-11%
Cc1nn2c(=O)c(NC(=O)c3ccc(Cl)cc3)cnc2s1	/	-5%	0.0%	-1%	0%	/	-7%
Cc1ccncc1C(N)=O	/	17%[9.22 µM]	2.0%	0%	-23%	/	/
CCOC(=O)c1ccc(NC(=O)CSCC(=O)OCC(=O)c2ccccc2)cc1	-10%	10%	1.5%	10%	3%	-3%	0%
Cc1ccc(COCC(CC(C)C)N2CCN(C(=O)c3cccc(C(F)(F)F)c3)CCC2=O)cc1 (stereo not drawn)	?	?	7.3%	5%[2.36 µM]	-44%	0%	7%
Cn1c(=O)c2nc3ccccc3nc2n(C)c1=O	?	30%[9.22 µM]	-7.6%	5%	-4%	-6%	0%
CC#CCOC(=O)c1c(C)nc2sc3c(c2c1N)CCC(O)C3 (stereo not drawn)	?	/	2.4%	0%	-9%[46.1 µM]	-1%	?
CCOC(=O)Nc1cc(=O)c2ccccc2o1	?	8%	-1.0%	3%	-3%[46.1 µM]	-1%	-2%[38.3 µM]
Cc1cccc(C(=O)NCC(c2ccc(F)cc2)N2CCOCC2)c1 (stereo not drawn)	-16%[46 µM]	0%	-1.6%	16%	-3%	-2%	0%
COc1ccc(S(=O)(=O)N2CCOC2CNC(=O)C(=O)NCCc2ccc(OC)c(OC)c2)cc1 (stereo not drawn)	?	-9%	0.9%	-18%	17%	-4%	10%
O=C1C2C3C=CC(C3)C2C(=O)N1c1ncn[nH]1 (stereo not drawn)	3%	11%	-1.2%	-10%	-6%[46.1 µM]	1%	-3%[38.3 µM]
COc1ccc(C)cc1NC(=O)c1ccoc1C	-8%	-11%	-0.9%	1%	-3%[46.1 µM]	0%	-2%[38.3 µM]
COC(=O)c1ccccc1NC(=O)c1cccc(NC(=O)C(C)C)c1	-23%[46 µM]	16%	-0.4%	14%	-18%	2%	11%

The list is partial; count on the stated rates, not on these rows.
